SARS 3CLpro inh – SARS-CoV 3CLpro protease inhibition | 0.14% of 290,000 active | inhibition, % at 6 µM | recombinant SARS-CoV 3CLpro, quenched FRET peptide cleavage | AID 1706; in the data active = inhibition above about 12%
Anthrax LF inh2 – inhibitors of Bacillus anthracis lethal factor protease. inhibition, % at 10 µM. multiplex microsphere protease cleavage assay, LF. AID 588501. 0.12% of 360,000 active; also: plate controls were buffer without enzyme for full effect and enzyme alone for no effect
Target sequence (P15917 whole entry, looked up): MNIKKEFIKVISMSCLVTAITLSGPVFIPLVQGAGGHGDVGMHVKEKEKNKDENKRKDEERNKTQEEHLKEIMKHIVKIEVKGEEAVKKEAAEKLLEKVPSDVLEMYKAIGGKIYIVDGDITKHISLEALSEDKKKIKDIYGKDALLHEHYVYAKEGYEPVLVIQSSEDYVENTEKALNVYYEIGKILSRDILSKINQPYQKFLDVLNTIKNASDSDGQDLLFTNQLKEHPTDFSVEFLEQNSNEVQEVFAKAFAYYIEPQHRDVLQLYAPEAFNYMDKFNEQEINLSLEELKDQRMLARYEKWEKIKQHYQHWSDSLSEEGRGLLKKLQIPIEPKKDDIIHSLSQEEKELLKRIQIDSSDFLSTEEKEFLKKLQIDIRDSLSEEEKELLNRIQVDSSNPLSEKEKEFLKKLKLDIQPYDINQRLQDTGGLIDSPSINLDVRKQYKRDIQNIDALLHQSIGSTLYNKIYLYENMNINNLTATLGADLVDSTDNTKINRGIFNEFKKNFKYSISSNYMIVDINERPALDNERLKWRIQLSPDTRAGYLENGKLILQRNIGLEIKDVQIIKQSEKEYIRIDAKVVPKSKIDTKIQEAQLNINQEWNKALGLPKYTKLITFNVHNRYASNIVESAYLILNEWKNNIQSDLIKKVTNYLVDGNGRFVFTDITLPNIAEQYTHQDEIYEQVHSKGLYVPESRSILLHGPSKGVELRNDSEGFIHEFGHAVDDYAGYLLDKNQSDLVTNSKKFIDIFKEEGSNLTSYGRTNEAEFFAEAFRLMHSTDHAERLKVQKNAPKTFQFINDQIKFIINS
PfHsp40 yeast – compounds rescuing yeast from Plasmodium falciparum HSP40 toxicity; S. cerevisiae expressing PfHsp40, growth rescue, ATP luminescence; growth rescue, % at 12.5 µM; 0.68% of 340,000 active; in the data active = growth rescue above about 28%, passing the limit was not always enough; inconclusive = no clear call, values can overlap the other calls;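 also: yeast W303a lacking pdr1 and pdr3 grown in galactose medium; growth measured after three days at 30 °C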
BoNT-A LC inh2 – inhibitors of Botulinum neurotoxin A light chain protease | 0.17% of 360,000 active | inhibition, % at 10 µM | multiplex microsphere protease substrate cleavage, flow cytometry; also: plate controls were buffer without enzyme for full effect and enzyme alone for no effect
SSB-PriA inh – inhibitors of Klebsiella pneumoniae PriA binding to SSB C-terminal tail. inhibition, % at 33 µM. AlphaScreen SSBct-PriA binding, biotinylated peptide. 0.6% of 430,000 active; in the data active = inhibition mostly above about 37%, no sharp cut-off; inactive = mostly below about 20%;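 also: plate controls were negative control peptide for no effect and reference peptide for full effect; strong numbers were not always called active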
BH1578 lux ind – quorum light induction in luxS cqsA deficient V. cholerae; V. cholerae BH1578 lux reporter, luminescence, 6 h; activation, % at 18.7 µM; 0.16% of 350,000 active; in the data active = activation mostly above about 9.7%, no sharp cut-off; inconclusive = no clear call, values can overlap the other calls; inactive = mostly below about 3.7%; also: not every result past the cut was called active; inactives centre near 0; reference of the scale not given here
Y pestis TopoI – Y. pestis Topo-I inhibition via cleavage products | Y. pestis Topo-I cleavage product accumulation, plate reader | activity, % at 10 µM | 0.064% of 360,000 active | AID 504884; in the data active = activity above about 50%, passing the limit was not always enough; inconclusive = no clear call, values can overlap the other calls; also: inactives centre near 2
CCHF vOTU inh – CCHFV vOTU protease inhibition; inhibition, % at 11.5 µM; Pep-AMC fluorescence; 0.55% of 370,000 active; in the data active = inhibition above about 30%; also: 0% = vehicle wells with enzyme and 100% = no enzyme wells
TcdB GH inh – blocks C. difficile toxin B glycohydrolase activity | 0.24% of 350,000 active | P18177 | inhibition, % at 9.99 µM | TcdB glycohydrolase enzymatic assay, plate reader | AID 652162; in the data active = inhibition above about 10%
VHR inh abs – inhibitors of human VHR1 phosphatase (DUSP3). P51452. recombinant VHR phosphatase, pNPP absorbance. inhibition, % at 13.3 µM. 0.52% of 290,000 active. AID 1654; in the data active = inhibition above about 50%; also: some compounds called inactive have numbers as strong as hits
Target sequence (P51452 whole entry, looked up): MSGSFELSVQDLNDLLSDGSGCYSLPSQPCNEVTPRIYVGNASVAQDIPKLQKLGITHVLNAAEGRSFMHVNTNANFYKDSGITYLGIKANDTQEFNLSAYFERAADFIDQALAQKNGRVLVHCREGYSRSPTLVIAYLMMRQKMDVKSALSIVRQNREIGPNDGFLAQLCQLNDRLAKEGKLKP
Numbers without * were called inactive; i = inactive; ? = inconclusive; . = not tested or not shown; & = joins results of further samples. Rule as the data show it, unless noted: active = inhibition above about 30%; inconclusive = no clear call, values can overlap the other calls; inactive = below that. Not all compounds are listed, so the mix of outcomes need not match the whole.

SMILES	SARS 3CLpro inh	Anthrax LF inh2	PfHsp40 yeast	BoNT-A LC inh2	SSB-PriA inh	BH1578 lux ind	Y pestis TopoI	CCHF vOTU inh	TcdB GH inh	VHR inh abs
CC(C)(C)c1ccc(-n2ncc3c2CCCC3NC(=O)CN2CCCCC2=O)cc1 (stereo not given)	-5	3	0.5	0.6	-2	i	29	24	-0.7	11
CN(C(=O)CCS(=O)(=O)c1cc2c(cc1Cl)NC(=O)CO2)C1CCCCC1	-7	-4	1.2	0.2	-11	-0.2	-4	3	0.8	-10
Cc1cccc(Cn2c(SCCN3CCOCC3)nc3c2c(=O)n(C)c(=O)n3C)c1	2	-4	-0.3	-0.3	-7	i	22	0	0.1	5
CN(C)c1ccc(C=C2C(=O)OC3(CCCC3)OC2=O)cc1	2	2	-0.6	0.0	-17	-1.0	12	1	-3.3	16
CN(CCOc1ccc(Br)cc1)CC(O)COc1ccc(C#N)cc1 (stereo not given)	-3	-13	-2.1	-0.7	-9	-4.0	2	10	0.7	12
COc1cc(CN2CCC(C(=O)NC3CCCC3)CC2)cc(Br)c1O	-3	-3	1.7	-1.1	-7	i	0	-5	.	25
Cc1ccc(CCC(=O)Nc2ncc(Cc3cc(Cl)ccc3Cl)s2)o1	-6	-3	-0.3	-0.2	-1	1.8	6	-1	-1.9	-5
CCOC(=O)c1nc2nc(-c3cccs3)cc(C(F)(F)F)n2n1	7	-6	-0.9	-0.1	6	-2.4	7	-58	.	0
O=C(CSC1=NNC(c2ccccn2)S1)Nc1ccccc1 (stereo not given)	3	-6	?	3.2	87*	i	6	10	0.1	10
CCOC(=O)N1C(=O)[C@@](c2ccc(Cl)cc2)(C(C)C)N1C(=O)OCC	3	1	?	0.4	2	i	43	-1	0.9	29
O=C(Oc1ccc2ccccc2c1Cl)N1CCCCCC1	3	-3	5.1	-1.0	-72	-0.2	14	-8	0.8	10
Cc1coc2c1c(C)cc1oc(=O)c(CC(=O)N[C@@H](CC(C)C)C(=O)O)c(C)c12	-2	3	6.4	0.6	-6	-0.3	8	-58	1.2	-20
CCc1nc(NCC(C)C)c(C#N)c2c1COC(C)(C)C2	6	-6	-3.3	-0.5	-7	i	1	-1	.	-10
c1ccc2c(C(c3nnnn3-c3ccc4c(c3)OCCO4)N3CCCC3)ccnc2c1 (stereo not given)	.	-6	.	0.7	.	.	.	-5	0.2	.
CC(=O)N1CCN(C(=O)c2ccc(C)c(S(=O)(=O)N3CCCCC3)c2)CC1	.	-6	0.6	-0.3	1	-6.2	4	-8	0.2	.
Cc1cc(C)c2nc(/N=C(\N)NC(=O)c3ccccc3)nc(C)c2c1	3	.	0.5	.	.	-0.9	2	-15	1.1	15
O=C(Nc1ccccc1C(=O)N1CCN(Cc2ccccc2)CC1)c1ccccn1	-10	0	-1.0	1.0	2	i	12	2	.	25
CC(C)[C@@H]1NC(=O)N(c2ccc(Oc3ccccc3)cc2)C1=O	-2	-2	0.6	-1.0	-7	i	-3	-5	.	22
Cc1cc(=O)oc2cc(OCC(=O)N3CC(=O)Nc4ccccc43)c(Cl)cc12	.	16	-0.7	1.8	-2	i	-3	-16	0.7	.
CC(=O)OCC1OC(n2c(-c3ccc(Cl)cc3)ccc(C#N)c2=S)C(OC(C)=O)C(OC(C)=O)C1OC(C)=O (stereo not given)	.	-2	-1.2	0.2	-14	5.6	10	-1	0.0	.
CN(C(=O)c1ccccc1OCc1ccc(F)cc1)c1c(N)n(Cc2ccccc2)c(=O)[nH]c1=O	.	-5	0.8	0.9	5	5.0	8	16	-0.7	.
O=C(CSc1nnc(Cc2cc(=O)[nH]c(=O)[nH]2)n1-c1ccccc1)N1CCCc2ccccc21	-4	5	-0.6	0.0	0	-0.3	12	-1	.	27
CCCCS(=O)(=O)NC1=NCN(CCO)CN1	-3	0	-0.6	-0.4	3	i	-5	0	.	0
CCOC(=O)NC(=O)C(=CNc1cccc(OC)c1)C(=O)NC(=O)OCC	-9	-1	-0.4	-0.1	-15	-5.6	-1	9	-0.6	43
CC(C)OCCCn1c(=O)c2ccccc2n2c(CCC(=O)N3CCN(c4ccccn4)CC3)nnc12	-2	-2	1.5	0.3	-4	-0.4	26	17	-0.6	11
C[C@@H]1CN([C@H](C)CO)C(=O)c2cc(Br)cnc2O[C@H]1CN(C)C(=O)CC1CC1	.	4	.	0.2	.	-0.1	4	-2	0.2&0.3	.
CCc1ccc(/C=N/n2c(COc3ccccc3)n[nH]c2=S)cc1	6	0	1.1	-1.1	.	i	25	7	0.0	31
O=C(Nc1ccncc1)c1ccc(F)cc1	3	1	0.4	-0.2	-10&-14	.	-10	5	.	-20
CS(=O)(=O)NCc1ccc(C(=O)O)cc1	1	-4	-0.7	-1.1	-9	-0.2	7	4	0.6	2
CCOC(=O)N1CCN(C(=O)c2ccc(S(=O)(=O)Nc3ccc(C)cc3)cc2)CC1	.	-3	-1.9	-0.2	-2	.	8	1	3.3	.
Cc1cccc(NC(=S)N=Nc2c(O)n(C)c3ccc(S(=O)(=O)N4CCOCC4)cc23)c1	3	4	0.1	4.3	2	-0.2	-4	4	1.0	20
CN(CC(=O)Nc1ccc(F)cc1)CC(=O)Nc1ccc(F)c(F)c1F	2	-2	1.3	0.3	-2	0.6	7	9	2.4	22
COc1nc(N/N=C/c2ccccc2F)nc(N2CCCCC2)n1	-2	0	0.4	3.4	.	i	7	14	.	-4
CCC(NC(=O)c1cc(COc2ccc(F)c(F)c2)on1)c1ccncc1 (stereo not given)	5	-2	-0.8	-0.2	-7	0.4	6	11	-0.6	16
Cc1sc(NC(=O)CN(Cc2ccc(F)cc2)C(=O)C(C)C)c(C(N)=O)c1C	0	0	0.2	0.3	0	-1.7	-6	16	0.3	17
COc1cc2c(C(F)(F)F)c(-c3ccsc3)oc(=O)c2cc1OC	.	-5	-0.1	-0.3	-9	-1.6	-13	10	0.0	.
COc1cc(NS(=O)(=O)c2ccc(NS(=O)(=O)c3ccc(C)cc3)cc2)nc(OC)n1	-3	-4	0.2	-0.1	-6	i	-6	-4	-2.0	-20
CCOC(=O)CNC(=O)c1cccs1	-4	1	0.0	-0.8	-2	i	-1	-2	.	-1
O=C(Nc1c(Cl)cccc1Cl)c1ccc(-c2ccccc2)cc1	-1	-5	-0.5	-0.4	-5	7.1	4	-6	.	29
COC(=O)c1ccc(CSc2nnc3c(n2)[nH]c2ccccc23)cc1	-5	-5	0.8	1.1	-7	-0.8	-2	5	1.6	6
CCOC(=O)C(C)Oc1cccc2c(=O)n(CC(=O)N3CCCc4ccccc43)ccc12 (stereo not given)	1	-6	0.5	-0.9	-3	-0.2	-1	-6	1.2	-15
COc1ccccc1C(=O)NC(C)c1nc2ccccc2[nH]1 (stereo not given)	6	1	-2.3	-0.5	4	-5.4	-5	-3	.	12
Cn1c(=O)[nH]c(=O)c2c1nc(N1CCCC1)n2CCO	1	-13	-1.2	-1.5	-10	i	-2	-9	2.0	13
CN(CCc1ccccn1)C1CC(=O)N(c2ccc(Cl)cc2)C1=O (stereo not given)	-4	0	14	1.2	-15	i	2	17	.	2
COc1cc(-c2nnc(NC(=O)CCS(=O)(=O)c3ccccc3)o2)cc(OC)c1OC	.	1	0.7	6.8	-15&-19	-1.1	-4	-11	2.2	.
CC(C)(C)n1nnnc1C(c1cccs1)N1CCN(C(=O)c2ccco2)CC1 (stereo not given)	-1	4	0.9	-0.1	-9	-1.5	5	-3	.	-4
CCC(=NCCOc1ccc(Cl)cc1)c1c(O)n(C)c(=O)n(C)c1=O	-2	-2	-1.1	0.0	-19	i	26	-4	.	17
CCS(=O)(=O)Nc1ccc(C2=NN(C(=O)c3ccco3)C(c3ccco3)C2)cc1 (stereo not given)	.	-6	-0.2	-2.7	21	i	-1	15	0.1	.
COc1ccc(Cc2noc(CN3CCN(Cc4csc(C)n4)CC3)n2)cc1OC	-1	-4	-0.4	0.0	-11	-0.3	6	-7	-0.7	31
CCOc1ccc(N/N=C(/C#N)C(N)=O)cc1	-6	-4	363*	0.2	.	i	-1	9	-0.5	16
(list continues)
SMILES	SARS 3CLpro inh	Anthrax LF inh2	PfHsp40 yeast	BoNT-A LC inh2	SSB-PriA inh	BH1578 lux ind	Y pestis TopoI	CCHF vOTU inh	TcdB GH inh	VHR inh abs
CC(C)Oc1cc(F)ccc1-c1cc(C(=O)Nc2cccc(Cl)c2)[nH]n1	.	-10	.	-0.6	.	-0.9	-12	15	0.1	.
COCCn1c(=S)[nH]c2cc(C(=O)N3CCN(C4CCCCC4)CC3)ccc2c1=O	.	4	.	0.0	.	i	4	9	1.2	.
COc1ccc(C(C)(NC(C)=O)c2nc(-c3ccccc3OC)cs2)cc1 (stereo not given)	.	-6	.	-0.2	.	-0.6	16	7	1.0	.
NC(=O)N/N=C/CCc1ccccc1	0	10	0.3	9.8	i	-1.0	3	5	0.3	24
CN(NC(=O)c1ccccc1)C1=NS(=O)(=O)c2ccccc21	0	-6	-1.1	-1.0	-4	1.0	7	-1	-0.8	22
CCCS(=O)(=O)NC(=O)C1(C)CCN(C(=O)c2ccc(SC(F)(F)F)cc2)C1 (stereo not given)	.	1	.	0.3	.	-0.4	7	3	0.0	.
CC1=C(C)/C(=N\OS(=O)(=O)c2ccc(C)cc2)C=CC1=O	-1	-2	424*	0.6	.	-0.2	-3	-20	.	-2
CCC(C)(C)NC(=O)C(c1cccc(OC)c1OC)N(CC(C)C)C(=O)CCC(=O)Nc1cc(C)on1 (stereo not given)	6	-9	2.2	-1.1	-8	i	20	14	0.8	12
CC(=O)Nc1cccc(C(=O)NCC2(N3CCCCC3)CCCCC2)c1	0	2	0.6	0.1	3	-0.7	3	-18	-1.4	8
COc1cccc(/C=C2/Sc3ccc(C(=O)NCCN4CCCCCC4)cc3NC2=O)c1	1	-5	0.1	1.9	26	-0.6	-28	9	0.5	11

Continued, overlapping the part above by two compounds.
SMILES	SARS 3CLpro inh	Anthrax LF inh2	PfHsp40 yeast	BoNT-A LC inh2	SSB-PriA inh	BH1578 lux ind	Y pestis TopoI	CCHF vOTU inh	TcdB GH inh	VHR inh abs
CC(=O)Nc1cccc(C(=O)NCC2(N3CCCCC3)CCCCC2)c1	0	2	0.6	0.1	3	-0.7	3	-18	-1.4	8
COc1cccc(/C=C2/Sc3ccc(C(=O)NCCN4CCCCCC4)cc3NC2=O)c1	1	-5	0.1	1.9	26	-0.6	-28	9	0.5	11
COc1ccc(OC)c([C@@H]2OCCC=C[C@H]2C)c1	0	-4	-2.0	0.0	-9	-0.4	-5	-10	1.0	-4
CC1(c2nnc(-c3ccc(Cl)cc3)o2)CC(c2ccncc2)=NO1 (stereo not given)	.	-1	-0.7	-0.3	-2	0.5	-9	-3	-0.3	27
COc1ccc(C2CC(=O)Oc3cc(C)c(Cl)cc32)cc1 (stereo not given)	.	-1	0.3	0.4	-3	i	24	10	0.1	.
COC(=O)C1=C(C)Nc2[nH]c(=S)[nH]c(=O)c2C1c1ccc(O)cc1 (stereo not given)	1	2	0.2	-1.8	-4	i	0	12	0.6	-1
COC(=O)C(=O)N1CC2(C)CNCC(C)(C1)C2=O	4	2	0.8	0.0	-9	-2.0	-6	1	0.7	-3
O=C(NCCC(=O)N1O[C@@H]2C=C[C@H]1C2)OCC1c2ccccc2-c2ccccc21	.	0	3.7	-0.1	-13	-5.6	8	1	0.8	.
CC1Cc2ccccc2N1C(=O)COC(=O)c1n[nH]c(=O)c2ccccc12 (stereo not given)	.	4	0.4	-0.2	-9	-2.7	31	9	-11	.
Cc1ccccc1Cn1nc(C)c(NC(=O)c2cc3n(n2)C(C(F)F)CC(C(F)F)N3)c1C (stereo not given)	-1	-4	2.2	-0.8	-6	-0.6	21	8	.	0

High-throughput results as filed in PubChem.
